aDG glyco up = increases alpha dystroglycan glycosylation. actives 0.22% (n = 360,000). activation, % at 10 µM. Pro5-aDG cells, alpha-DG glycosylation AlphaScreen (IIH6); 0% Pro5, 100% B10-LARGE cell signal. AID 624168;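 active = activation of at least 8% versus controls, or a plate z-score of at least 8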;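 also: Pro5 are CHO cells carrying HIG-tagged alpha-DG that lacks glycosylation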
HTR2A ag = agonists of mouse serotonin 5-HT2A receptor (HTR2A); P35363; CHO-K1 mHTR2A beta-arrestin complementation, luminescence; percent of 30 µM serotonin response; activation, % at 7.6 µM; actives 0.66% (n = 360,000); AID 624169;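 active = activation above a run cutoff, the mean activation of all tested compounds plus 3 SD, cut at about 14% in these data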;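 also: 0% = plate median of compound wells and 100% = 30 µM serotonin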
Vif inh = HIV Vif inhibition. HEK293T cells, Vif self-association by quenched fluorescence, imaging, 24 h. inhibition, % at 7.49 µM. actives 0.35% (n = 340,000). AID 602346; in the data active = inhibition above about 50%, passing the limit was not always enough; inconclusive = no clear call, values can overlap the other calls; inactive = below about 31%; also: some results filed as inactive read as strong as hits
PDI turbidity = PDI (human) enzyme inhibition; P07237; PDI insulin aggregation turbidity, A650, 90 min; inhibition, % at 10 µM; actives 0.052% (n = 350,000);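 active = mean inhibition across replicates of 30% or more, whatever share of single replicates reach that level; inconclusive = mean inhibition below 30% while every single replicate reaches 30%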;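 also: absorbance from insulin aggregation driven by PDI reduction with DTT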
Target sequence (P07237 whole entry, looked up): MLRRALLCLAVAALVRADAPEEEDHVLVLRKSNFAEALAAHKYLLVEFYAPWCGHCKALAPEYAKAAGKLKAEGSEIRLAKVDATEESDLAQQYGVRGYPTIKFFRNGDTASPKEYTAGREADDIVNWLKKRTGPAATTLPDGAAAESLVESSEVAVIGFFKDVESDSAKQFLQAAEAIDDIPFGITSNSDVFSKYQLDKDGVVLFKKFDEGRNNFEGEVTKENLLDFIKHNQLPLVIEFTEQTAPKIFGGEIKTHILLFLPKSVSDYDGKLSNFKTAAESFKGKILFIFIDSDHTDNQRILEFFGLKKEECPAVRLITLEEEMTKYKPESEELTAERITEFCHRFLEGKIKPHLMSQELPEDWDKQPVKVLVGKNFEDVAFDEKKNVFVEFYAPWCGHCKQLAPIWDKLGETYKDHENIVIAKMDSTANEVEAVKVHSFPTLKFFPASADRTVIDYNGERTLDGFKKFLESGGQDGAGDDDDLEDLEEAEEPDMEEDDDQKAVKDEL
N-glyco inh = blocks N-linked glycosylation in D54 reporter cells; D54 ERlucT glycosylation luciferase reporter, 24 h; percent of 100 nM tunicamycin response; actives 0.23% (n = 360,000); reporter increase, % at 12.5 µM; AID 588692;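 active = mean luciferase reporter signal, scaled so untreated is 0 and the glycosylation-blocking control 100, at or above a set limit in every replicate; inconclusive = mean reaches the limit but not every replicate does; inactive = mean below the limit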;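 also: luciferase carries N-glycosylation sites so blocking glycosylation raises the light; 0% = median of neutral control wells and 100% = median of 100 nM tunicamycin wells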
ABCB6 inh MLPCN = inhibitors of human ABC transporter ABCB6; actives 0.19% (n = 360,000); K562-ABCB6 porphyrin accumulation, flow cytometry, 1 h; hits give low values; Q9NP58; AID 602162; fluorescence ratio to DMSO, % at 10 µM;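 active = fluorescence ratio to DMSO below 75%, the collection mean minus 3 SD; inconclusive = too few cells collected in the well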;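 also: signal is porphyrin accumulated inside mitochondria; 100% equals median channel fluorescence of DMSO control wells; lower ratio means ABCB6 inhibition with less porphyrin fluorescence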
MC4R antag cAMP = blocks human MC4R cAMP signaling | P32245 | MC4R-expressing cells, MTII-stimulated cAMP, LANCE TR-FRET | inhibition, % at 6.5 µM | actives 0.48% (n = 360,000) | AID 540295;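 active = inhibition above its plate's cutoff, the mean of tested wells on that plate plus 3 SD, cut at about 29% in these data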;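 also: 0% = Melanotan II alone and 100% = Melanotan II plus saturating MCL0020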
Target sequence (P32245 whole entry, looked up): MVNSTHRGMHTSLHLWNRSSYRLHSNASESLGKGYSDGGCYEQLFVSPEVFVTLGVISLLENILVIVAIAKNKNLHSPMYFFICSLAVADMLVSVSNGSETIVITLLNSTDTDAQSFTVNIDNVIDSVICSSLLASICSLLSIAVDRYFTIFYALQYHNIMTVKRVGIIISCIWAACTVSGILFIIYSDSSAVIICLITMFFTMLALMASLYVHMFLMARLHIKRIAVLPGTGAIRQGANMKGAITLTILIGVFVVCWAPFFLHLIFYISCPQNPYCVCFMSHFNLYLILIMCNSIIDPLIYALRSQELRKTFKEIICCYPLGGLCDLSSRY
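material = U2OS cells stably expressing human melanocortin 4 receptor (MC4R) | also added = Melanotan II challenge | dosing = single nominal compound dose of 6.5 µM | detection = TR-FRET with Eu-cAMP and labeled anti-cAMP, 671 nm | replication = singlicate | timing = compound 30 min, challenge 1 h, detection 1 h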
H9c2 protect = myocardial damage modulation in H9c2 cells. H9c2 cardiomyocytes, H2O2 injury protection, ATPLite, 2 h. actives 0.63% (n = 360,000). protection from H2O2 cell death, % at 20 µM;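 active = compounds giving at least 50% protection of heart cells from peroxide-induced death in the single-dose screen, raw or plate-pattern-corrected value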;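 also: 0% = DMSO wells with peroxide and 100% = DMSO wells without peroxide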
CaV13 ICDI inh = Disruptors of the CACNA1D IQ motif to Ca2+-dependent inactivation inhibitor domain association, primary screening, Förster resonance energy transfer in intact living … | HEK cells, CFP/YFP FRET ICDI-IQ, plate reader, 10 min; percent FRET-ratio fall versus neutral wells | inhibition, % at 12.3 µM | actives 0.098% (n = 340,000) | AID 743397;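 active = mean replicate inhibition of at least 30% and at least 1% of replicates passing that level; inconclusive = only one of the two criteria is met; inactive = neither criterion is met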;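 also: 0% = median of the neutral control wells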
MC4R barr agon = activates human MC4R beta-arrestin recruitment. activation, % at 8.9 µM. AID 540308. U2OS MC4R beta-arrestin complementation, luminescence; percent of melanotan II response, DMSO zero. P32245. actives 0.98% (n = 360,000);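 active = activation above a per-plate cutoff, the mean activation of sample wells on that plate plus 3 SD, cut at about 8% in these data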
Numbers without * were called inactive; ? = inconclusive; nt = not tested or not shown.

SMILES	aDG glyco up	HTR2A ag	Vif inh	PDI turbidity	N-glyco inh	ABCB6 inh MLPCN	MC4R antag cAMP	H9c2 protect	CaV13 ICDI inh	MC4R barr agon
COc1ccccc1-c1nnc(N(C)C(=O)C2CCCO2)s1 (stereo unspecified)	0.1	0.1	nt	-6.3	2.2	96.0	1.8	-0.2	-4.2	2.4
CCc1ccc(C2=CSC3=NCCN23)cc1	0.1	-2.2	-3.5	9.2	0.8	98.0	-0.6	2.1	-11.4	-0.6
O=C(CN1CCC(c2nc3ccccc3s2)CC1)NCc1cccs1	1.1	-1.5	nt	-1.0	1.9	90.0	3.5	-15.0	-8.5	2.2
S=c1[nH]nc(-c2cc(-c3ccccc3)n[nH]2)n1/N=C/c1ccc(Cl)c(Cl)c1	-0.1	0.6	14.0	-7.3	2.3	125.0	0.1	-8.6	-3.8	2.9
CCCCNC(=O)C1(C)CCCCN1C(=O)c1oc2ccccc2c1C (stereo unspecified)	0.0	-4.0	-10.2	6.7	1.4	88.0	0.0	-4.9	-4.8	-1.1
Cc1cc(=O)oc2cc(NC(=O)Cc3ccccc3)ccc12	0.0	0.6	12.7	1.0	2.8	95.0	-4.4	2.2	-1.7	-0.9
C=CCN1CN(Cc2ccco2)CNC1=S	0.1	5.7	25.2	-1.8	1.3	104.0	1.2	-7.8	-8.3	0.3
COc1ccc(NC(=O)CN2C(=O)NC3(CCCCCCC3)C2=O)cc1	-0.1	4.7	nt	2.7	3.8	96.0	2.3	4.9	-5.0	-3.4
CN(C)CCN1CCN(C2CN(Cc3cn(Cc4ccccc4C(F)(F)F)nn3)S(=O)(=O)C2)CC1 (stereo unspecified)	1.7	0.5	2.1	nt	-0.1	97.0	nt	1.5	-9.3	nt
COc1ccc(CNC2CC(=O)N(C)C2=O)cc1 (stereo unspecified)	-0.2	-0.7	6.7	-1.2	3.9	104.0	4.0	-2.5	nt	-2.6
CNS(=O)(=O)c1cnccc1N1CCN(c2cccc(C(F)(F)F)c2)CC1	0.2	3.8	1.8	-8.0	-0.8	92.0	2.9	-7.0	-6.5	-0.4
Cc1cc(CNC(=O)c2cc(Br)ccc2Cl)nn1C	0.0	-0.1	?	-0.1	0.3	101.0	6.4	-2.6	-2.9	-2.4
CCOC(=O)c1sc2nc3c(SCC(=O)O)cc(C(=O)c4cc(F)ccc4O)cn3c(=O)c2c1C	-0.2	5.5	0.9	-5.0	3.9	102.0	2.7	-8.2	-5.5	-0.8
Cc1cc(=O)[nH]c(Nc2cccc(Br)c2)n1	0.0	-0.3	-5.4	-3.2	-5.8	93.0	4.0	-1.2	-2.7	0.5
COc1ccccc1N1CCN(C(=O)CCNS(=O)(=O)c2ccc3c(c2)CCC(=O)N3)CC1	0.0	3.6	6.1	-1.6	-0.9	105.0	4.7	0.5	-4.6	-2.8
COc1ccc(OC)c(/C=C/C(=O)N2CCN(S(=O)(=O)c3cc(C)ccc3C)CC2)c1	-0.1	-2.8	0.8	-4.5	-1.9	96.0	13.4	-0.7	-6.8	-3.4
CC(C)N(C(=O)CC1ON(C)C(=O)N1c1ccc(Cl)cc1)C(C)C (stereo unspecified)	0.3	2.5	-1.0	-5.0	-0.3	96.0	5.8	1.4	1.9	-3.4
CCn1c(CC(=O)Nc2ccc(C)cc2)nnc1SCC(=O)Nc1nc(C)cs1	0.1	5.6	-1.1	-1.0	-2.7	91.0	8.2	-3.7	-5.5	0.1
Cc1ccc(Cl)cc1NC(=O)COC(=O)C1CC1	0.5	2.5	-2.4	2.9	3.3	100.0	8.8	-3.1	2.4	-1.1
CCOC(=O)c1cc2sc(C)cc2n1CC(=O)N1CCOCC1	0.0	-1.9	10.2	1.7	1.0	95.0	4.4	3.5	nt	-0.6
CCCS(=O)(=O)c1nc(S(=O)(=O)c2ccc(C)cc2)c(NCc2ccccn2)s1	-0.4	-3.1	-1.7	0.5	-4.1	100.0	2.1	9.0	2.3	-0.6
COC(=O)c1cccnc1NC(=S)NC(C)C	0.0	-2.6	3.7	6.2	2.0	99.0	-0.2	-1.9	-5.7	-1.8
CN(CC(=O)Nc1cccc(F)c1)C(=O)CCSc1ccc(F)cc1	-0.1	-7.5	-9.0	-2.3	-1.0	98.0	11.6	-8.7	-1.7	1.7
COc1ccc(N2CC(C(=O)N/N=C/c3c[nH]c4ccccc34)CC2=O)cc1 (stereo unspecified)	-0.1	0.0	-1.5	22.3	0.1	94.0	-2.6	4.5	-17.8	-2.1
Cc1cc(C(=O)COC(=O)c2ccc[nH]c2=O)c(C)n1C	0.3	4.2	2.7	1.7	-0.9	105.0	11.2	-3.0	-4.6	-3.1

(more compounds)
SMILES	aDG glyco up	HTR2A ag	Vif inh	PDI turbidity	N-glyco inh	ABCB6 inh MLPCN	MC4R antag cAMP	H9c2 protect	CaV13 ICDI inh	MC4R barr agon
COc1ccc(CCNS(=O)(=O)c2ccc3c(c2)CCN3C(=O)CCC(=O)O)cc1OC	0.2	10.9	0.0	-5.2	-1.7	105.0	5.4	3.4	-9.5	-2.6
COc1cc(C(=O)NC(C)c2ccc3ccccc3c2)cc(Cl)c1O (stereo unspecified)	-0.2	-3.0	-6.2	-3.9	0.1	100.0	9.9	1.7	-3.7	0.2
COc1ccccc1N1CC(C(=O)Nc2ccccc2N2CCCC2)CC1=O (stereo unspecified)	-0.2	-2.6	-5.0	3.6	0.4	94.0	11.0	15.1	-12.4	4.5
CC(C)(C)CC(=O)Nc1cc(S(=O)(=O)N2CCOCC2)ccc1N1CCCC1	-0.1	2.4	-0.8	-2.7	0.8	97.0	9.9	0.4	-5.1	1.4
COCC(C)N=C1SCCN1Cc1ccccc1 (stereo unspecified)	-0.1	-3.9	?	-2.7	-0.2	99.0	6.3	-4.9	-3.6	-0.1
C=CCN1C(=O)c2ccc(C(=O)NCCOc3ccccc3F)cc2C1=O	-0.1	-0.3	9.3	2.2	1.5	97.0	10.8	-0.9	-2.7	-2.8
O=C(CCc1ccccc1)NNC(=S)NCCc1ccccc1	0.5	-3.6	-2.4	4.9	0.6	108.0	-2.4	-4.3	nt	-0.8
Cn1nc(NC(=O)C(C)(C)C)c2c(F)cccc21	0.1	2.2	-5.2	0.2	0.9	100.0	20.4	-1.0	-20.3	-0.2
C[C@H](C(=O)CC(=O)OC(C)(C)C)[C@H](O)c1ccc(C(F)(F)F)cc1	0.0	-2.9	nt	-2.5	7.4	94.0	6.6	-0.5	nt	5.6
COc1cc(C2C3=C(CC(C)(C)CC3=O)NC3=C2C(=O)c2ccccc23)ccc1O (stereo unspecified)	0.0	-12.7	-0.5	-0.5	-3.4	98.0	-1.0	4.7	-3.0	-2.2
Cc1ccc(S(=O)(=O)N2CCN(c3ncnc4scc(-c5ccc(F)cc5)c34)CC2)cc1	0.5	2.4	-9.0	12.6	-8.2	94.0	10.6	0.9	-6.1	-2.5
O=C(Nc1sc2c(c1C(=O)O)CCCC2)c1ccc(Cl)cc1	0.2	9.8	-0.8	-4.9	-1.0	98.0	11.4	2.3	-4.4	-0.2
COc1ccc(CCC(=O)Nc2ccc(Cl)c(S(=O)(=O)N3CCCC3)c2)cc1	0.4	3.7	5.2	-6.4	-1.9	88.0	-4.3	-8.8	-4.3	3.5
Cc1cc(=O)oc2cc(OC(C)C(=O)NCc3ccccn3)ccc12 (stereo unspecified)	-0.1	3.8	4.5	13.1	0.9	100.0	4.7	-4.6	-3.9	-2.2
CC(C)(C)Nc1nc(Oc2ccc(=O)[nH]n2)nc(N2CCOCC2)n1	-0.5	1.8	2.5	0.9	0.8	94.0	17.2	2.7	-4.7	1.6
CCn1c(=O)c(=O)[nH]c2c(=O)oc3ccc(S(=O)(=O)Nc4ccccc4)cc3c21	-0.1	0.8	12.0	-0.9	3.7	100.0	5.4	3.1	-14.8	-1.4
CCCCNC(=O)COC(=O)CCC(=O)c1ccc(F)cc1	0.3	-2.0	11.1	-7.4	1.3	105.0	-3.7	-2.3	-4.1	-2.7
Cc1ccc(-c2cnc(C(O)c3ccc(Cl)c(F)c3)[nH]2)cc1 (stereo unspecified)	0.7	-1.3	-6.2	-1.9	0.4	95.0	7.7	-8.4	nt	0.3
NNc1ccc(Cl)c(C(=O)O)c1	-0.2	0.9	nt	-3.3	1.1	98.0	6.4	-5.0	-3.4	0.7
CC(C)CC(=O)N1CC(=O)Nc2ccc(F)cc2C1c1ccccc1 (stereo unspecified)	0.2	1.9	-13.7	15.1	1.6	99.0	6.3	-0.4	-4.5	1.1
COC(=O)c1cc(C(=O)CSc2nc(C)cc(C)n2)ccc1O	0.0	-4.6	1.1	6.9	-3.8	92.0	-0.3	1.8	nt	-2.6
O=C(NCc1ccco1)C(Cc1ccccc1)N1C(=O)c2ccccc2C1=O (stereo unspecified)	0.3	-1.6	-9.0	3.0	-0.1	99.0	26.6	9.3	nt	2.9
CSCCC1NC2(C(=O)Nc3c2ccc(Cl)c3C)[C@@H]2C(=O)N(C3CCCC3)C(=O)[C@H]12 (stereo partly specified)	-0.1	0.4	-4.0	4.1	-3.1	98.0	-0.4	8.1	-6.9	2.6
O=C(COC(=O)c1ccccc1OCc1ccc(Cl)cc1)NC1CC1	0.2	-8.3	6.8	-10.8	-0.1	95.0	7.4	-6.2	-3.9	0.6
C#CCN(C(=O)c1cc(COc2ccc(C)c(C)c2)on1)C1CCCCC1	0.2	-3.2	-15.4	6.0	-0.7	100.0	17.0	-13.4	-10.0	-1.0
O=C(Cn1c(=O)oc2cc(S(=O)(=O)N3CCCC3)ccc21)Nc1cccc(C(F)(F)F)c1	0.1	-1.1	-13.9	-5.7	-3.8	96.0	4.5	-30.8	-5.4	-1.6
COc1ccccc1N1CCN(C(=O)c2ccc(NC3=NC4CS(=O)(=O)CC4S3)cc2)CC1 (stereo unspecified)	0.0	-2.5	?	nt	1.4	144.0	5.4	-1.3	4.4	-1.2
COC(=O)[C@H](CCSC)NC(=O)Nc1ccc(S(N)(=O)=O)cc1	0.0	5.8	-0.3	-7.9	2.6	94.0	2.0	1.3	2.6	-1.8
CCOC(=O)COc1ccc(C(=O)Nc2cccc(Cl)c2C)cc1	0.2	-0.9	-3.1	0.3	0.1	94.0	25.6	-13.8	4.2	-0.3
O=C(Nc1cccc(F)c1)c1ccc(Br)o1	0.0	0.0	-4.4	-5.3	0.1	96.0	-1.2	-4.6	2.1	0.0

From PubChem BioAssay
